p53ts 39C tox: qHTS Screen for Compounds that Selectively Target Cancer Cells with p53 Mutations: Cytotoxicity of p53ts Cells at the Nonpermissive Temperature; Potency, µM (titrated, usually from 46.1 µM), for the others: at the top dose activity change, negative = cell killing, most hits filed as cytotoxic; actives 1.5% (n = 130,000); H1299-p53A138V viability at 39C, ATP luminescence, 24 h; also: nearly all actives have a fitted effect of over 55% in size
p53ts 32C kill: qHTS Screen for Compounds that Selectively Target Cancer Cells with p53 Mutations: Cytotoxicity of p53ts Cells at the Permissive Temperature; H1299-p53A138V at 32C, ATP luminescence viability, 24 h; Potency, µM (titrated, usually from 46.1 µM), for inactives: at the highest dose activity change, negative = cytotoxicity, most hits filed as cytotoxic; actives 0.93% (n = 130,000); AID 924, 2007;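 also: 0% = DMSO and -100% = full killing by reference compound; nearly all actives have a fitted effect of over 55% in size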
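H1299-p53 A138V cells (temperature-sensitive p53) exposed 24 h to up to 46 uM compound at 32C, where p53 is wild-type in conformation. Viability read as ATP luminescence and normalised to DMSO and 100 uM tamoxifen. AC50 fitted with the Hill equation.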
Imprint erasure: qHTS Assay for Compounds that Induce Erasure of Genomic Imprints | actives 0.02% (n = 110,000) | mouse ES Peg3-LacZ reporter, beta-gal luminescence, 40 h | Potency, µM (top dose mostly 60.7 µM), inactives show at the top dose activity change, positive = activation, hits mostly activators;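 also: 0% = negative control wells on the plate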
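Each well holds 300 Peg3LacZ-Neo (maternal) female ES cells incubated 40 h at 37C, 5% CO2. LacZ is measured by BetaGlo luminescence, with AC50 and maximum efficacy derived from dose-response curves.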
IkB signaling: IkB Signaling. ABC-DLBCL IkBa-CBG/CBR dual luciferase ratio, 4 h; response scale: scaled: untreated 0%, proteasome inhibitor 100%. Potency, µM (doses to about 57.1 µM), inactives show at the top dose IkBa stabilization activation. actives 0.04% (n = 110,000). AID 445, 2006; active = well fitted curve in the direction sought with a large enough effect in the signal ratio, not every such curve was filed as active; inconclusive = small, poorly fitted or top-dose-only effect, or a change in a side signal; the % refers to the signal ratio;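 also: the direction sought is a rising ratio; 0% = basal untreated cells and 100% = reference inhibitor full response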
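In this assay, an IκBα–CBG68 fusion accumulates when IKK-driven degradation is blocked; native CBR normalizes for cell number. OCI-Ly3 cells were treated 4 h with compound and doxycycline, then green and red light read after Chroma-Glo addition.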
Starred values were filed as active, the others as inactive; ? = inconclusive; / = not tested or not shown; & = joins results of further samples; [ ] = another dose, or the depositor's remark. Unless noted, calls follow the shape of the dose curve; as a rule, active = well fitted curve in the direction sought with a large enough effect; inconclusive = small, poorly fitted or top-dose-only effect, or another doubt; inactive = no such curve, though single readings can be large; an effect the other way counts as inactive or inconclusive. Unless noted, % is scaled to controls: 0 for no effect and ±100 for the full control effect; potency is read from the fitted curve at half-maximal effect.

SMILES | p53ts 32C kill | IkB signaling | Imprint erasure | p53ts 39C tox
CC1=C(C(=O)Nc2ccccn2)C(c2ccc(F)cc2)n2ncnc2N1 (configuration not stated) | 6% | 11% | -2% | -3%
COc1cccc(NS(=O)(=O)c2ccc3[nH]cc(C(=O)N4CCCC4)c(=O)c3c2)c1 | 0% | 0.4% | 16%[10.9 µM] | 24%
O=C(CSc1nnc(-c2ccccn2)n1Cc1ccccc1)N1CCCC1 | -2% | 0.5% | -6% | -2%
CCc1cccc(NC(=O)CS(=O)Cc2nc(-c3ccc(C)cc3)oc2C)c1 (configuration not stated) | 38%[activator] | ? | -13% | 45%[activator]
CNC(=O)CSc1nnc(-c2ccc(S(=O)(=O)N3CCCC3)cc2)n1-c1cccc(C)c1C | 6% | 0.2% | -7% | 6%
CN(C(=O)CSc1nncn2c1cc1occc12)c1ccccc1 | 3% | 12% | -11%[10.9 µM] | -24%
COc1cc(Nc2nc3ccccc3c3nnc(C)n23)cc(OC)c1 | -4% | 1.6% | -5%[10.9 µM] | -21%
O=C(O)C1C2CCC(C2)C1C(=O)NCCCn1ccnc1 (configuration not stated) | -14% | / | / | -9%
Cc1cccc(OCCCn2c(CCNC(=O)C(C)(C)C)nc3ccccc32)c1 | 2% | ? | -7%[10.9 µM] | -6%
O=C(Nc1cccnc1)c1cc(-c2ccc3c(c2)OCO3)on1 | ? | ? | -10% | -29%
CC(C)C(=O)Nc1cccc(C(=O)Nc2nnc(CC(C)(C)C)s2)c1 | -17% | ? | 5%[10.9 µM] | -9%
CCc1nnc2c3ccccc3nc(Nc3ccc(F)c(Cl)c3)n12 | 12% | -3.2% | -6%[10.9 µM] | -5%
COCCn1nnnc1C(c1ccccc1Cl)N1CCN(c2ccccc2OC)CC1 (configuration not stated) | 0% | 0.2% | -4% | -4%
CCOc1ccc(-c2nonc2NC(=O)c2oc3ccc(F)cc3c2C)cc1 | -19% | ? | -31%[inhibitor][10.9 µM] | -26%
Nn1c(Cc2cccc3ccccc23)nnc1SC1CCOC1=O (configuration not stated) | -2% | 0.5% | -2% | 4%
O=c1c(-c2cccc(Cl)c2)nc2cncnc2n1Cc1ccc(F)cc1 | -14% | 1.4%[11.4 µM] | / | -19%
COC(=O)c1[nH]c2ccc(C)cc2c1NC(=O)CN1CCN(C(=O)c2ccccc2)CC1 | -3% | -1.9% | -14% | 3%
CCOC(=O)c1ccccc1NC(=O)N1CCOc2ccc(Cl)cc21 | 9% | 0.7% | ? | -9%
CC(C)c1nc2oc3c(N4CCN(C)CC4)ncnc3c2c2c1CCC2 | 0% | -2.9% | -11% | 3%
CCn1c(NC2CCCCC2)nc2ccccc21 | -3% | 0.6% | -5% | -4%
COc1cccc(-n2nnc3c(=O)n(Cc4cccc(F)c4)cnc32)c1 | -3% | 2.1% | -5% | 1%
CC1CCN(C(=O)Cn2c(SCC(=O)Nc3ccc(F)cc3)nc3ccccc32)CC1 | -6% | ? | -12%[10.9 µM] | -20%
CS(=O)(=O)N1CCc2cc(C(=O)N3CCN(c4ccccc4F)CC3)ccc21 | 0% | ? | -7%[10.9 µM] | -25%
O=C(CN1CCOCC1)Nc1cccc(Br)c1 | 11% | 7.2% | -13% | 16%
O=C(CSC1=NCCN1)C1COc2ccccc2O1 (configuration not stated) | -1% | 8.2% | -12% | 3%
O=c1c2[nH]c3cccc(Cl)c3c2ncn1CCN1CCCCC1 | 7% | -0.8% | 4% | -18%
c1ccc(Cc2nnc3sc(C4COc5ccccc5O4)nn23)cc1 (configuration not stated) | -2% | 1.6% | -5% | 2%
CCN(CC)C(=O)c1c(NC(=O)c2cccc(C)c2)sc2c1CCC(C)C2 (configuration not stated) | -1% | ? | -13%[10.9 µM] | -16%
CCc1cccc(NC(=O)c2ccc(CN3C(=O)C(C)=C(c4ccc(OC)cc4)S3(=O)=O)cc2)c1 | 0% | -0.1% | -14%[10.9 µM] | -7%
COc1ccc(C(CC(=O)NCCCN2CCOCC2)NS(=O)(=O)c2ccc(C)cc2)cc1 (configuration not stated) | -7% | -1.5% | -14% | -16%
CCc1ccc(S(=O)(=O)c2c(C(=O)c3ccc(C)c(C)c3)cnc3ccccc23)cc1 | -2% | ? | ? | 3%
Cc1ccccc1N1CCN(S(=O)(=O)c2ccccc2)CC1 | -2%&3% | ? | -4%[10.9 µM] | -6%&7%
CCn1nc(C)c2c(-c3ccccc3)cc(=O)n(C(C)C(=O)NCc3ccccc3OC)c21 (configuration not stated) | 10% | ? | -15%[10.9 µM] | -15%
Cc1cccc(CCNS(=O)(=O)c2ccc3c(c2)oc(=O)n3C)c1 | -9% | 3.9% | -2% | -4%
Cc1cc2c(ccc3c2no[n+]3[O-])nn1 | 11% | 4.9% | -14% | 10%
Cn1c(=O)c2c(-c3ccccc3)n3c(c2n(C)c1=O)C(c1cccc([N+](=O)[O-])c1)Nc1ccccc1-3 (configuration not stated) | 3% | 0.8% | -9%[10.9 µM] | -2%
CC(C)(C)c1nc(NCCN2CCOCC2)c2nnn(Cc3ccccc3Cl)c2n1 | 0% | 0.7% | 1% | 8%
O=C(NCC12CC3CC(CC(C3)C1)C2)c1cc2nc(-c3ccccc3)cc(C(F)(F)F)n2n1 | 1% | -2.1% | 10%[10.9 µM] | 31%[activator]
CN1C(=O)/C(=C2/C=Cc3ccccc3N2CCCS(=O)(=O)O)SC1=S | -14% | -3.3% | -14% | -27%
O=C(CSc1nc2c([nH]c3ccccc32)c(=O)n1-c1ccccc1)NCc1ccc(F)cc1 | 7% | ? | -6%[10.9 µM] | -5%
O=C(Nc1ccccc1C(=O)OCc1cc(=O)n2nc(C3CC3)sc2n1)c1cccc(F)c1 | 6% | -1.2% | -14%[10.9 µM] | -3%
CCCn1c(SCC(=O)NCCc2ccc(OC)c(OC)c2)nc2c1c(=O)n(C)c(=O)n2C | 4% | 0.3% | -7% | -9%
CCOc1ccc(N2CC(c3nc4ccccc4n3CCCCOc3ccc(OC)cc3)CC2=O)cc1 (configuration not stated) | 17% | ? | -5%[10.9 µM] | -11%
O=C1CN(C(=O)Cc2ccc(F)cc2)C(c2ccccc2)c2cc(Cl)ccc2N1 (configuration not stated) | 16% | 0.3% | 17%[10.9 µM] | 14%
O=C(c1nn2cccnc2c1Cl)N1CCN(c2ccccc2)CC1 | 2% | -1.7% | -8% | 8%
O=C(Cc1cccs1)Nc1nncs1 | 7% | 6.2% | -10% | 7%
CCN1C(c2ccc(F)cc2)=CS/C1=C(\C#N)c1nnc2n1-c1ccccc1SC2 | 7% | ? | -11% | 1%
Cc1cccc(-n2c(O)c(/C=N/NC(=O)c3ccccc3Cl)c3ccccc3c2=O)n1 | -28% | / | / | -3%
O=C(OCC#CCSc1nnc(-c2ccccc2)o1)c1ccco1 | -5% | 4.4% | / | 1%
O=C(NCc1nc2ccccc2[nH]1)c1ccco1 | -5% | 2.3% | -17% | -9%

Carrying on:
SMILES | p53ts 32C kill | IkB signaling | Imprint erasure | p53ts 39C tox
NCCCC(O)(P(=O)(O)O)P(=O)(O)O | -3% | / | -1%&11% | 6%
O=[n+]1c2c(n([O-])c3c1CCCC3)CCCCC2 | 2% | 0.8% | -2% | 12%
CN(C)CCCN(C(=O)c1cccs1)c1nc(-c2ccccc2)cs1 | -10% | -2.4% | / | -19%
COc1cccc(C(c2nnnn2Cc2ccccc2)N2CCN(C3CCCC3)CC2)c1OC (configuration not stated) | -8% | 2.9% | -6% | 30%[activator]
CCOC(=O)c1c(S(=O)(=O)NCC(=O)Nc2ccc(C(C)=O)cc2)c(C)n(C)c1C | 14% | 0.2% | -13%[10.9 µM] | -4%
CCc1cc2cc(C)ccc2nc1SCC(=O)Nc1cc(C)on1 | -12% | / | / | -10%
Cc1cccc(C)c1NC(=O)CSc1ncc2c(n1)-c1ccc(Cl)cc1N(Cc1ccccc1)S2(=O)=O | 7% | -2.3% | -8%[10.9 µM] | ?
O=C(C1CCN(S(=O)(=O)N2CCC3(CC2)OCCO3)CC1)N1CCC(Cc2ccccc2)CC1 | -18% | 0.2% | -13% | -1%
Oc1cccnc1CN1CCCCC1 | 1%[9.22 µM] | -0.1%[11.4 µM] | -5%[10.9 µM] | 10%[9.22 µM]
Clc1ccccc1C1=Nn2c(nnc2-c2ccncc2)SC1 | 3% | ? | 5% | -13%
C/C(O)=C(\C#N)c1nnc2n1CCCCC2 | -2% | 0.1% | 11% | 0%
COCC(C)n1c(SCC(=O)N2CCCCC2)nc2ccccc2c1=O (configuration not stated) | 0% | -1.8% | -24% | -10%
Cc1c(C(N)=O)sc(N)c1C(=O)OC(C)C | 5% | -2.8% | 8% | 11%
COCCn1c(=N)c(C(=O)NCc2ccco2)cc2c(=O)n3cc(C)ccc3nc21 | -1% | 2.9% | -15%[10.9 µM] | -10%
Cc1ccc(NC(=O)CN2CCSc3ccc(S(=O)(=O)N4CCCC4)cc32)cc1C | 1% | ? | -12%[10.9 µM] | -6%
CCOC(=O)c1cccc(NC(=O)Cn2cc3c(n2)CCC(C)C3)c1 (configuration not stated) | -9% | 0.7% | -22% | -3%
Cc1cccc2c(=O)cc(C)n(CC(=O)N3CCOCC3)c12 | 2% | 0.2% | -6% | 5%
O=c1c(-c2ccc(F)cc2)nc2cnc(N3CCNCC3)nc2n1Cc1cccs1 | -21% | -1.1%[11.4 µM] | -47%[inhibitor] | ?
C1CCN(CC[C@@H]2CCCCN2)CC1 | 6%[9.22 µM] | 0.0%[11.4 µM] | -6%[10.9 µM] | 5%[9.22 µM]
CCCn1c(SCC(=O)c2cc(OC)ccc2OC)nnc1C(C)C | -2% | 2.8% | -8% | 1%
CCc1c(-c2ccccc2)nc2ccccc2c1C(=O)NCc1ccc(C)cc1 | 13% | ? | -19%[10.9 µM] | -22%
CCN(CC)/C(=N/O)NC(=O)NS(=O)(=O)c1ccc(C)cc1 | -8% | 0.2% | -1% | 5%
CCc1c(O)nc(SCC(=O)N2CCOCC2)n(-c2ccccc2)c1=O | -12% | 11% | -2% | 2%
O=C(O)CCCC(=O)Nc1ccc(Br)cc1C(=O)O | 7% | ? | -71%[inhibitor] | 16%
Cc1cccc(NC(=O)CSc2nc3ccccc3nc2N2CCCCC2)c1C | -1% | ? | -13%[10.9 µM] | 2%
Cc1cc2c3nonc3ccc2n1-c1ccccc1 | -1% | 0.5% | -11% | 4%
O=C1CSC(c2cccc(F)c2)N1c1ccccc1F (configuration not stated) | -6% | -0.2% | -14% | -6%
COC(=O)c1[nH]c2cc(OC)ccc2c1N | -6% | 1.4% | -23% | -10%
CCOc1ccccc1NC(=O)CSc1nccn1-c1ccccc1 | 9% | 1.3% | -19% | 10%
CCOc1ccc2nc(N3CCCC(C(=O)NCCc4ccc(C)cc4)C3)sc2c1 (configuration not stated) | 2% | ? | -4%[10.9 µM] | -18%
COCc1cc(C)nc2sc3c(c12)NC(c1ccccc1C(=O)O)N(c1cccc(C(F)(F)F)c1)C3=O (configuration not stated) | 0% | 2.8% | 20%[10.9 µM] | 1%
COC(=O)c1ccc(OC(=O)c2ccccn2)cc1 | -8% | 0.0% | -13% | -3%
O=C(C1=C(O)C(=O)N(CCN2CCOCC2)C1c1ccncc1)c1ccco1 (configuration not stated) | 7% | -0.1% | 1% | 10%
CC(C)(C)C1CCc2c(sc(NC(=O)c3cccc(Cl)c3)c2C(N)=O)C1 (configuration not stated) | -4% | 2.3% | 13%[10.9 µM] | 20%
COCc1ccc2oc(C(=O)O)cc2c1 | ? | -2.5% | 18% | ?

Reformatted with two lines to a compound: three of the compounds above
Below each SMILES – p53ts 32C kill	IkB signaling	Imprint erasure	p53ts 39C tox
- COCc1cc(C)nc2sc3c(c12)NC(c1ccccc1C(=O)O)N(c1cccc(C(F)(F)F)c1)C3=O (configuration not stated)
    0%	2.8%	20%[10.9 µM]	1%
- O=C(C1=C(O)C(=O)N(CCN2CCOCC2)C1c1ccncc1)c1ccco1 (configuration not stated)
    7%	-0.1%	1%	10%
- COC(=O)c1ccc(OC(=O)c2ccccn2)cc1
    -8%	0.0%	-13%	-3%

Source: PubChem BioAssay (National Center for Advancing Translational Sciences (NCATS))

This is a random part of the collection. Share with any hit: about 1.7%.
